RGS4 pot: RGS4 potentiation or activation; HEK293 M3R/inducible RGS4, carbachol calcium flux Fluo4; hits give low values; B-score at 10 µM; hit rate 0.92% among 310,000;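 active = B-score of the integrated calcium signal more than 4 SD below the library mean, with starting fluorescence not abnormally high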;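 also: negative B-score means reduced calcium response which marks RGS4 activation or potentiation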
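Test system: HEK293 cells with stable M3R and inducible RGS4; also added: carbachol at ECmax as muscarinic agonist stimulus; schedule: dye loading 30 min 37 °C, buffer rest 30 min RT; technique: kinetic calcium fluorescence imaging with Fluo4-AM dye, 2 µM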
hERG protect: compounds protecting human hERG from proarrhythmic drug block | AID 1511 | hit rate 0.51% among 310,000 | CHO-hERG, FluxOR thallium flux, dofetilide IC70 present | activation (rescue from dofetilide block), less the hit threshold, % at 10 µM | Q12809;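 active = activation above the mean of controls blocked by dofetilide plus 5 SD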;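 also: thallium influx through hERG after potassium depolarization seen as dye fluorescence rise; in these data hits start at about 4.7%; inactives centre near -7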
KCNQ1 act: potentiators or activators of human KCNQ1 potassium channel | P51787 | CHO-K1 KCNQ1, thallium flux FluxOR fluorescence; hits give high values | B-score at 10 µM | hit rate 0.35% among 310,000 | AID 2648;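 active = fluorescence ratio B-score, a plate-corrected score, at least three library SD, with initial intensity B-score within 5 SD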
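assay system = CHO-K1 cells stably expressing KCNQ1 | medium = assay buffer, equal DMSO in all wells | timing = 37 °C overnight plating, 90-min dark dye load, 20-min compound pretreatment | measured by = kinetic FluxOR thallium fluorescence, 10-s 1-Hz baseline, 110-s post-stimulus read | measure = fluorescence change relative to baseline, converted to B score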
ANO1 activ: activates or potentiates the mouse TMEM16A chloride channel | Q8BHY3 | HEK293 TMEM16A/YFP-H148Q/I152L, iodide quench fluorescence; hits give low values | B-score at 10 µM | hit rate 0.3% among 340,000 | AID 623877;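 active = fluorescence-ratio B-score plate-corrected deviation score at least 3 library SD below zero, with starting fluorescence score within 5 deviations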;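 also: channel opened by trigger with iodide after compound preincubation; score built on the fluorescence ratio of max minus min over baseline; more negative score means more quench and so TMEM16A activation or potentiation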
SKKanGAS inh: SKKanGAS growth inhibition; S. pyogenes SKKanGAS, kanamycin growth, BacTiter-Glo, 6 h; inhibition, % at 7.5 µM; hit rate 1.3% among 300,000;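 active = mean replicate score, as percent of positive control median, at least 50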;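 also: strain carries kanamycin resistance gene driven by streptokinase promoter and grows in 40 µg/ml kanamycin; loss of luminescence reflects streptokinase promoter inhibition or plain growth inhibition; 0% = median of DMSO wells and 100% = positive control at its reference dose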
KCNK3 block: human KCNK3 channel inhibition, primary screen; CHO-KCNK3 thallium flux, FluxOR fluorescence; hits give low values; hit rate 0.84% among 340,000; B-score at 10 µM; O14649;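 active = B-score under library mean minus 4 SD, starting fluorescence ratio at most library mean plus 5 SD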;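 also: more negative B-score means stronger inhibition of thallium flux through KCNK3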
KCNQ1 block: human KCNQ1 channel inhibition | B-score at 10 µM | P51787 | CHO-K1 KCNQ1, FluxOR thallium flux fluorescence; hits give high values | hit rate 1.3% among 310,000;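 active = compounds whose thallium flux B-score, printed positive for inhibition, exceeds three library SD while starting fluorescence stays within three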;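 also: channel opened by potassium depolarization with thallium stimulus after 20 min compound exposure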
KCNK9 inh: inhibitors of human KCNK9 two-pore domain potassium channel. Q9NPC2. HEK293 KCNK9, FluxOR thallium flux fluorescence; hits give low values. B-score at 10 µM. hit rate 1.2% among 310,000;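 active = ratio B-score over 3 SD below the library mean, with starting fluorescence within 5 SD of its mean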;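 also: negative B-score means less thallium flux so channel inhibition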
Target sequence (Q9NPC2 whole entry, looked up, the tested form may be a part): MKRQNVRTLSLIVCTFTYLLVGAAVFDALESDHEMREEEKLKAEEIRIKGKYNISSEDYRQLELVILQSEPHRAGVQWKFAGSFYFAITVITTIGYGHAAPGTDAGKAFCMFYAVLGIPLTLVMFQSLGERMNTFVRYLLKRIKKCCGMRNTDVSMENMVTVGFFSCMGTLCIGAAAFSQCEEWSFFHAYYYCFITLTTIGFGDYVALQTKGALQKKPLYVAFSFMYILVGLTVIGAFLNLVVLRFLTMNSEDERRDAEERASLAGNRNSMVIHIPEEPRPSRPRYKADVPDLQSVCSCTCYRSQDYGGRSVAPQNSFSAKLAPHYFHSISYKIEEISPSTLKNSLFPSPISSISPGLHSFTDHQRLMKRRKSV
RGS4 inh: human RGS4 inhibition; hit rate 0.45% among 310,000; HEK293 M3R/RGS4 inducible, Fluo-4 calcium flux; hits give high values; triggered by carbachol at its EC20; AID 463165; B-score at 10 µM;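 active = B-score, a plate-corrected calcium signal, over three deviations above library mean, with baseline fluorescence within five deviations of library mean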;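 also: RGS4 expression induced by doxycycline in cells with stable M3 receptor; B-score is computed from the integrated fluorescence ratio over baseline after carbachol; higher B-score means a larger calcium signal and so more RGS4 inhibition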
Target sequence (P49798 whole entry, looked up): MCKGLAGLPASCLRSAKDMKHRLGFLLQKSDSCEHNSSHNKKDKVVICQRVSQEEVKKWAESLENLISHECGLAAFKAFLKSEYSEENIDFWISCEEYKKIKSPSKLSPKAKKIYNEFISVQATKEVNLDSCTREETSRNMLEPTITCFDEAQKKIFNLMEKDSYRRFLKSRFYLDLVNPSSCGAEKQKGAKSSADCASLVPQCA
HDAC3 inh: inhibitors of human histone deacetylase 3; O15379; recombinant HDAC3, fluorogenic peptide/trypsin coupled, fluorescence; inhibition, % at 8.3 µM; hit rate 0.15% among 320,000; in the data active = inhibition above about 26%, passing the limit was not always enough
Target sequence (O15379 whole entry, looked up): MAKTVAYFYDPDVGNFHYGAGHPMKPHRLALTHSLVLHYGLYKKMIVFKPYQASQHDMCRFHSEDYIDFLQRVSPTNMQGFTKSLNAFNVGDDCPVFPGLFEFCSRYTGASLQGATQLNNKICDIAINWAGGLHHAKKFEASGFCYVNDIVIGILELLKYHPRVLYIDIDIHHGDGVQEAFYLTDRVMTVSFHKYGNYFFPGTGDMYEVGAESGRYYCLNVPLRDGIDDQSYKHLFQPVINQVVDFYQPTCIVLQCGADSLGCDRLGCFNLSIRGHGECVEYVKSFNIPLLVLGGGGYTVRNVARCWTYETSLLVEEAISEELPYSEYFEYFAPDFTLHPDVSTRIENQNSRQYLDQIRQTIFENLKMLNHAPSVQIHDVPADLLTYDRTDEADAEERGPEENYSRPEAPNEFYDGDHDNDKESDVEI
ANO1 block: blocks the mouse calcium-activated chloride channel TMEM16A. HEK293 TMEM16A/YFP iodide influx fluorescence, ionomycin. normalized B-score (activity score, 25-100; higher = stronger inhibition) at 10 µM. hit rate 1.2% among 310,000;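 active = ratio plate-corrected score three or more library SD toward inhibition, starting fluorescence score within five deviations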;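 also: score derived from kinetic fluorescence span divided by baseline fluorescence per well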
An asterisk follows results filed as active; i = inactive; x = no result given.

SMILES	RGS4 pot	hERG protect	KCNQ1 act	ANO1 activ	SKKanGAS inh	KCNK3 block	KCNQ1 block	KCNK9 inh	RGS4 inh	HDAC3 inh	ANO1 block
CCC(OC(=O)CNS(=O)(=O)c1ccccc1)C(=O)c1ccccc1 (stereo not given)	i	-11.1	i	i	5.9	i	i	i	i	-2.1	i
COc1ccccc1NC(=O)Nc1ccccc1Br	i	-3.7	i	i	-14.7	i	i	i	i	-4.6	i
O=C(NC1CCCCC1)c1ccccc1NC(=O)C1CC(=O)N(c2ccc(Cl)cc2)C1 (stereo not given)	i	-6.5	i	i	0.5	i	i	i	i	2.7	i
O=C(Nc1cc(F)ccc1F)c1ccc(-n2cncn2)c([N+](=O)[O-])c1	i	-0.6	i	i	14.3	i	i	i	i	x	i
c1ccc(-c2noc(CC3CCCCC3)n2)nc1	i	-8.5	i	i	-4.3	i	i	i	i	7.6	i
COc1cc(NC(=O)C2CCCN2C(=O)C2CCC(C)CC2)cc(OC)c1OC (stereo not given)	i	-5.8	i	i	0.9	i	i	i	i	2.1	i
CCOC(=O)c1cnc2ccc(OC)cc2c1Nc1ccc(N2CCN(C)CC2)cc1	i	-7.1	i	i	4.0	i	i	i	i	3.7	i
CCCCNC(=S)NNC(=O)c1csc2ccccc12	i	-8.3	i	i	-4.6	i	i	i	i	1.8	i
CC(C)OC(=O)c1ccc(NC(=O)Cn2c(-c3nonc3N)nc3ccccc32)cc1	i	1.2	i	i	5.8	i	i	i	i	3.5	i
Cc1ccccc1C(=O)NC1CCN(CC(=O)NCc2cccs2)CC1	i	2.5	i	i	1.5	i	i	i	i	-1.7	i
COc1cc(S(=O)(=O)N2CCCCC2)ccc1NC(C)=O	i	-4.6	i	i	4.2	i	i	i	i	3.4	i
COCCN1C(=O)N[C@@H](c2ccco2)C(C(C)=O)=C1C	i	-11.5	i	i	1.2	i	i	i	i	0.4	i
O=C(c1cnn(-c2ccccc2)c1)c1ccc2ccccc2c1O	i	-13.5	i	i	7.5	i	i	i	i	-2.4	i
C/C(Cc1ccccc1)=N\NC(=O)CNC(=O)c1ccc2c(c1)OCCO2	i	-4.7	i	i	0.2	i	i	i	i	-8.6	i
O=C(O)CSc1nnc(Cn2nnc3ccccc32)n1CCc1ccccc1	i	-7.2	i	i	4.2	i	i	i	i	0.6	i
CC1(C)C(=O)OC(c2c(F)c(F)c(F)c(F)c2F)C2(CCCCC2)C1=O (stereo not given)	i	-6.9	i	i	-7.3	i	i	i	i	2.1	i
Cc1ccc(OP(=O)(Nc2c(C)n(C)n(-c3ccccc3)c2=O)Oc2ccc(C)cc2)cc1	i	-11.8	i	i	-6.9	i	i	i	i	-1.8	i
Cn1cnc(S(=O)(=O)N2CCN(C(c3ccccc3)c3ccccc3)CC2)c1	i	-9.3	i	i	-0.9	i	i	i	i	2.2	i
CNCC(O)C(O)C(O)C(O)CO (stereo not given)	i	-5.6	i	i	-4.4	i	i	i	i	-6.1	i
C=CCn1cnc2c(nnn2-c2ccc(Cl)cc2)c1=O	i	-6.2	i	i	-8.8	i	i	i	i	2.4	i
O=C(NCc1ccccc1)NC1(C(=O)N2CCOCC2)CCCCC1	i	-8.9	i	i	8.3	i	i	i	i	0.8	i
CCSc1nnc(NC(=O)C(C)(C(F)(F)F)C(F)(F)F)s1	i	-12.4	i	i	1.0	i	i	i	i	8.6	i
Cc1noc(C)c1S(=O)(=O)Nc1ccc(C(=O)NC2CCCCCC2)cc1	i	-9.6	i	i	4.7	i	i	i	i	3.0	i
Cc1ccc(S(=O)(=O)NCC(c2cccnc2)N2CCc3ccccc32)cc1 (stereo not given)	i	-10.6	i	i	-3.0	i	i	i	i	-1.7	i
CC(C)(C)OC(=O)CN1c2cccc3cccc(c23)S1(=O)=O	i	-11.6	i	i	2.9	i	i	i	i	-3.2	i

Overlap with the part before: two compounds; new compounds follow.
SMILES	RGS4 pot	hERG protect	KCNQ1 act	ANO1 activ	SKKanGAS inh	KCNK3 block	KCNQ1 block	KCNK9 inh	RGS4 inh	HDAC3 inh	ANO1 block
Cc1ccc(S(=O)(=O)NCC(c2cccnc2)N2CCc3ccccc32)cc1 (stereo not given)	i	-10.6	i	i	-3.0	i	i	i	i	-1.7	i
CC(C)(C)OC(=O)CN1c2cccc3cccc(c23)S1(=O)=O	i	-11.6	i	i	2.9	i	i	i	i	-3.2	i
COc1ccc(-n2c(SCC(=O)c3ccc[nH]3)nnc2-c2ccccc2)cc1	i	-2.4	i	i	3.6	i	i	i	i	-11.8	i
CCc1ccccc1-n1c(SCC(=O)N2CCCC2)nnc1-c1ccccn1	i	-6.6	i	i	1.1	i	i	i	i	-5.2	i
COc1cc2c3c(c1)C1(C(=O)N3C(C)(C)C=C2C)C(C#N)=C(N)Oc2cc(O)ccc21 (stereo not given)	i	-9.7	i	i	0.1	i	i	i	i	10.3	i
COc1ccc2[nH]c(C(=O)O)c(CCNC(C)=O)c2c1	i	-3.4	i	i	-0.2	i	i	i	i	-24.2	i
CC(C)C(NC(=O)c1ccc(C(C)(C)C)cc1)C(=O)NCC(c1ccccc1)N(C)C (stereo not given)	i	-11.6	i	i	-2.7	i	i	i	i	-3.7	i
COc1ccc(N(CC(=O)N2CCN(Cc3ccc4c(c3)OCO4)CC2)S(=O)(=O)c2ccc(F)cc2)cc1	i	-10.2	i	i	11.4	i	i	i	i	x	i
Cc1cc(C)n(/N=C/c2cc(Cl)cc(Cl)c2O)c(=O)c1	i	-1.1	15*	i	-4.9	i	i	i	i	6.8	i
COC(=O)c1ccc(CSc2nccn2C)cc1	i	0.1	i	i	2.3	i	i	i	i	x	i
CSc1nccc(N/N=C/c2ccccc2)n1	i	0.0	i	i	0.5	i	i	i	i	-5.1	i
O=[N+]([O-])c1ccc(CSc2ncnc3ccccc23)cc1	i	-12.3	i	i	-16.9	i	i	i	i	-3.1	i
N#Cc1nc(-c2ccccc2F)oc1N1CCCC1	i	-2.1	i	i	-13.7	i	i	i	i	-15.9	i
N#C/C(=C\c1cc(Cl)cc(Cl)c1O)C(=O)NC1CCCCC1	i	-15.2	i	i	6.0	i	i	i	i	-5.1	i
COc1ccc(NC(=O)CCCCCN2C(=O)c3ccccc3C2=O)c(OC)c1	i	-2.5	i	i	15.0	i	i	i	i	4.2	i
O=C(COc1ccc2c3c(c(=O)oc2c1)CCC3)NC1CCCCC1	i	-1.6	i	i	-1.1	i	i	i	i	0.3	i
Cc1cccc(NC(=S)NCCc2ccc(S(N)(=O)=O)cc2)c1C	i	-4.4	i	i	-6.2	i	i	i	i	-6.2	i
O=C(Nc1ccc(S(=O)(=O)N2CCOCC2)cc1)c1ccc([N+](=O)[O-])cc1Cl	i	-3.0	i	i	7.0	i	i	i	i	4.9	i
Cc1cc(C)nc(NS(=O)(=O)c2ccc(NC(=O)c3nn(-c4ccccc4)ccc3=O)cc2)n1	i	-8.7	i	i	0.7	i	i	i	i	5.8	i
CCN(c1ccccc1)S(=O)(=O)c1ccc(Cl)c(C(=O)O)c1	i	-11.6	i	i	-2.0	i	i	i	i	4.5	i
CC(=O)c1ccc(OCCCC(=O)Nc2cccc(-c3nn[nH]n3)c2)cc1	i	-0.3	i	i	5.1	i	i	i	i	2.0	i
COc1ccccc1/C=C/C(=O)Oc1cccc2cccnc12	i	-8.8	i	i	-16.4	i	i	i	i	3.4	i
CC1Sc2ccc(S(=O)(=O)CCC(=O)Nc3ccccc3Cl)cc2NC1=O (stereo not given)	i	-3.6	i	i	-5.9	i	i	i	i	0.4	i
CCOc1ccc(-n2c(C)c(C(=O)OC)c3cc(O)ccc32)cc1	i	-9.6	i	i	10.9	i	i	i	i	8.5	i
COc1ccc(CN(C)C(=O)c2[nH]c(C)c(C(C)=O)c2C)cc1F	i	-1.9	i	i	-7.1	i	i	i	i	-2.9	i
C1=CCC(CN2CCN(C3CCCCCC3)CC2)CC1 (stereo not given)	i	2.6	i	i	8.0	i	i	i	i	-7.6	i
CCC(=O)Nc1cccc(-c2nnc(-c3cccc(NC(=O)CC)c3)o2)c1	i	-2.1	i	i	4.4	i	i	i	i	2.1	i
COc1ccc(CCNC(=O)c2cc(S(=O)(=O)N3CCCC3)cn2C)cc1OC	i	-7.5	i	i	-4.5	i	i	i	i	1.9	i
O=C(CCCn1c(=S)[nH]c2ccccc2c1=O)N1CCOCC1	i	-12.8	i	i	-0.6	i	i	i	i	13.9	i
CCOC(=O)C(=O)c1csc(NC(=O)COc2ccc(N(C)S(=O)(=O)c3ccc(F)cc3)cc2)n1	i	-3.0	i	i	-3.3	i	i	i	i	-3.3	i

Part of the list above, as a markdown table.
| SMILES | RGS4 pot | hERG protect | KCNQ1 act | ANO1 activ | SKKanGAS inh | KCNK3 block | KCNQ1 block | KCNK9 inh | RGS4 inh | HDAC3 inh | ANO1 block |
| --- | --- | --- | --- | --- | --- | --- | --- | --- | --- | --- | --- |
| O=[N+]([O-])c1ccc(CSc2ncnc3ccccc23)cc1 | i | -12.3 | i | i | -16.9 | i | i | i | i | -3.1 | i |
| N#Cc1nc(-c2ccccc2F)oc1N1CCCC1 | i | -2.1 | i | i | -13.7 | i | i | i | i | -15.9 | i |
| N#C/C(=C\c1cc(Cl)cc(Cl)c1O)C(=O)NC1CCCCC1 | i | -15.2 | i | i | 6.0 | i | i | i | i | -5.1 | i |
| COc1ccc(NC(=O)CCCCCN2C(=O)c3ccccc3C2=O)c(OC)c1 | i | -2.5 | i | i | 15.0 | i | i | i | i | 4.2 | i |
| O=C(COc1ccc2c3c(c(=O)oc2c1)CCC3)NC1CCCCC1 | i | -1.6 | i | i | -1.1 | i | i | i | i | 0.3 | i |
| Cc1cccc(NC(=S)NCCc2ccc(S(N)(=O)=O)cc2)c1C | i | -4.4 | i | i | -6.2 | i | i | i | i | -6.2 | i |

Compound activity as filed in PubChem.
